Source: PubChem BioAssay
PTEN del growth – growth suppression of PTEN-null HCT116, primary screen, cell-based, CellTiter-Glo. 1.2% of 140,000 active. HCT116 PTEN-null viability, 60 h; active compounds read low. viability, % at 10 µM. AID 827, 2007;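 active = viability at or below a set limit, 4 SD under the median of all tested compounds, cut at about 3.7% in these data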;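 note: PTEN knockout HCT116 line with beta catenin targeted HCT116 as companion control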
Measles CPE – compounds protecting cells from measles virus cytopathic effect, primary screen, measles RdRp inhibitor project, single point, MLSMR library, absorbance; Measles virus-infected cells, CPE protection; protection (pct of control), % at 4 µM; 1.5% of 140,000 active; in the data active = protection mostly above about 24%, no sharp cut-off; inactive = mostly below about 26%; note: some compounds called inactive have numbers as strong as hits
E-sel TNF inh – E-selectin induction blockers in HUVEC – imaging, immunofluorescence, high content, primary screen | HUVEC TNFa-induced E-selectin immunofluorescence | inhibition, % at 2 µM | 0.71% of 120,000 active | AID 1246, 2008;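 active = inhibition above the batch mean plus 3 SD, and confirmed as a hit on visual image review, cut at about 43% in these data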;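 note: 0% = TNF-stimulated DMSO wells and 100% = unstimulated control wells; not every result past the cut was called active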
GALR2 antag – GALR2 antagonists in receptor-expressing cells, primary screen | antagonist mode | AID 828, 2007 | inhibition, % at 4 µM | Galanin receptor type 2 (Homo sapiens), O43603 | 0.39% of 140,000 active; in the data active = inhibition above about 27%;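 note: cells stimulated with galanin 1-16 at roughly its EC80; 0% = agonist challenge control and 100% = basal control without agonist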
Target sequence (O43603 whole entry, looked up): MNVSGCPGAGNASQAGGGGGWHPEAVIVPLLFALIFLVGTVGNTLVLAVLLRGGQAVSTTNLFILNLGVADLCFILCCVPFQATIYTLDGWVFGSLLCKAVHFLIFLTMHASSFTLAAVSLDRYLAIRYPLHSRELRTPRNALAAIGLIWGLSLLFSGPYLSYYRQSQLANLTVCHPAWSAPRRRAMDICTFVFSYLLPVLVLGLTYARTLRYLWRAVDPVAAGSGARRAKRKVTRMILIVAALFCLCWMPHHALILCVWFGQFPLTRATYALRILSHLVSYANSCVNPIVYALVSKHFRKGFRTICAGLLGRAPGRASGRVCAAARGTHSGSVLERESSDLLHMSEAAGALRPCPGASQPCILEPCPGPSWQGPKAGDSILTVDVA
Phagocyt inh – inhibitors of macrophage phagocytosis, primary screen, imaging, J774A.1 cells, IgG beads; J774A.1 macrophage IgG-bead phagocytosis; inhibition, % at 5 µM; 0.07% of 110,000 active; AID 1029, 2008;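 active = inhibition above the mean of the plate negative controls plus 5 SD, cut at about 13% in these data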;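 note: phagocytic index as fraction of beads internalized from green versus red external bead signal; plate controls were DMSO negative control for no effect and cytochalasin-D positive control for full effect; some results beyond the cut were filed as inactive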
bCat KO growth – primary screen for growth suppressors in beta-catenin knockout HCT116 cells (colon tumor, human); viability, % at 10 µM; 1.5% of 140,000 active; HCT116 beta-catenin knockout viability, CellTiter-Glo, 60 h; active compounds read low;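 active = viability at or under a set limit, the compound median less 4 SD, cut at about 6% in these data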;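 note: 0% = Hyamine 1622 control at 20 µM and 100% = untreated cell control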
NPY-Y2 antag – NPY-Y2 receptor antagonists, primary screen, cell-based. Neuropeptide Y receptor type 2 (Homo sapiens), P49146. NPY-Y2 expressing cells, antagonist mode. inhibition, % at 2.7 µM. 0.99% of 140,000 active. AID 793, 2007; in the data active = inhibition above about 17%;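 note: 0% = vehicle with agonist challenge and 100% = reference antagonist with challenge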
Target sequence (P49146 whole entry, looked up): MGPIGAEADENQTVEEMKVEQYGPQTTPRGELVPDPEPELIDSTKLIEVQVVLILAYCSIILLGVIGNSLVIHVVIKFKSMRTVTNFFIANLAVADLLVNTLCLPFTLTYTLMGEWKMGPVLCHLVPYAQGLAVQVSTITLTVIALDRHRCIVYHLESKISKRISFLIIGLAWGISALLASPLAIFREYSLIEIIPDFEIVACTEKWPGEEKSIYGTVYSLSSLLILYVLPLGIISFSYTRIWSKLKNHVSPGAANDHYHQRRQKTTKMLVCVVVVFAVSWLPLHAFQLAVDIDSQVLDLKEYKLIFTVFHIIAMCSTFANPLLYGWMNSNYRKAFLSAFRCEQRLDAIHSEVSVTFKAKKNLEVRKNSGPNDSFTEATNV
MRP-1 activ – H69AR viability gain despite doxorubicin, primary screen, MRP-1 activator project, H69AR cells, CellTiter-Glo; viability rescue; viability increase, % at 10 µM; 0.61% of 140,000 active;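 active = viability gain under doxorubicin at or above a set limit, the compound median plus 3 SD, cut at about 4.7% in these data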;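 note: MRP-1 overexpressing cells given doxorubicin 25 µM after compound pretreatment; 18-22 h compound pretreatment then 72 h with doxorubicin before readout; 0% = doxorubicin-only wells and 100% = vehicle-treated cells without doxorubicin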
BB579 growth dn – growth inhibitors of yeast BB579 in restrictive medium, primary screen, yeast lifespan-shortening project, S. cerevisiae; inhibition, % at 10 µM; OD615, 48 h; 0.51% of 140,000 active;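 active = inhibition above a set limit, 3 SD over the mean compound inhibition, cut at about 44% in these data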; note: inactives centre near -24
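Detection: OD615 turbidity measurement; Material: Saccharomyces cerevisiae DeaD strain BB579, replicative lifespan model yeast; Timing: 48 h exposure, 30 °C; Doses: single 10 µM dose; Medium: CSMM-D restrictive synthetic medium containing dextrose (glucose); Controls: amphotericin B at 10 µg/mL as positive control.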
Yeast lifespan up – compounds extending yeast replicative lifespan, primary screen, S. cerevisiae, OD615; S. cerevisiae growth with nicotinamide; deaD strain in restrictive glucose medium; inhibition of the nicotinamide effect, % at 10 µM; 0.68% of 130,000 active;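 active = inhibition above a set limit, placed 3 SD over the median of all compounds, cut at about 26% in these data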;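 note: 0% = nicotinamide-treated wells and 100% = cells grown without nicotinamide; some compounds called inactive have numbers as strong as hits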
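Measured by: optical density (absorbance) at 615 nm; System: modified budding yeast, DeaD strain; Medium: restrictive CSMM-D dextrose medium; Timing: 4 h preincubation then 48 h treatment at 30 °C.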
* = called active by the depositor.

Results for O=C1CC(SC(=Nc2ccccc2)Nc2ccccc2)C(=O)N1c1ccc(Cl)cc1 (centres undefined) ?
PTEN del growth: 90; Measles CPE: 21; GALR2 antag: 7; bCat KO growth: 95; NPY-Y2 antag: -3; MRP-1 activ: -1.9; BB579 growth dn: -25; Yeast lifespan up: -3

Results for COc1cc(C(=O)OC(C)C(=O)N2CCc3ccccc3C2)ccc1OCC(=O)N1CCOCC1 (centres undefined) ?
PTEN del growth: 104; Measles CPE: 12; GALR2 antag: -4; Phagocyt inh: 1; bCat KO growth: 98; NPY-Y2 antag: 3; MRP-1 activ: -1.0; BB579 growth dn: -44; Yeast lifespan up: -7

Results for CC(=O)Nc1cccc(C(=O)Nc2ccccc2C(=O)O)c1 ?
PTEN del growth: 100; Measles CPE: 5; E-sel TNF inh: -8; GALR2 antag: -6; Phagocyt inh: -1; bCat KO growth: 97; NPY-Y2 antag: 2; MRP-1 activ: -0.9; BB579 growth dn: -28; Yeast lifespan up: -5

What do the screens show for `NC(=O)C1CCCN(S(=O)(=O)c2ccc(Br)cc2)C1` (centres undefined)?
PTEN del growth: 105; Measles CPE: 11; E-sel TNF inh: -8; GALR2 antag: -16; Phagocyt inh: 1; bCat KO growth: 97; NPY-Y2 antag: 3; MRP-1 activ: -0.2; BB579 growth dn: -18; Yeast lifespan up: -6

What do the screens show for `CCN1C(=O)/C(=C/C=C2\C=CN(CC)c3ccccc32)SC1=S`?
PTEN del growth: 57; GALR2 antag: 7; Phagocyt inh: -11; bCat KO growth: 49; NPY-Y2 antag: -6; MRP-1 activ: -4.5; BB579 growth dn: -11; Yeast lifespan up: 3

Results for CN(C)S(=O)(=O)c1ccc(C(=O)OCCCN=C2NS(=O)(=O)c3ccccc32)cc1 ?
PTEN del growth: 105; Measles CPE: 13; E-sel TNF inh: -23; GALR2 antag: -9; Phagocyt inh: 0; bCat KO growth: 102; NPY-Y2 antag: 3; MRP-1 activ: 0.3; BB579 growth dn: -19; Yeast lifespan up: -1

How did Cc1nc2ccccc2c(=O)n1/N=C/c1cccnc1 do in these assays?
PTEN del growth: 98; Measles CPE: 8; E-sel TNF inh: -20; GALR2 antag: -2; Phagocyt inh: -1; bCat KO growth: 97; NPY-Y2 antag: 0; MRP-1 activ: -0.1; BB579 growth dn: -83; Yeast lifespan up: -8

Results for CC12CC(NC(=O)N1c1ccc(C(=O)N3CCN(c4ccccn4)CC3)cc1)c1ccccc1O2 (centres undefined) ?
PTEN del growth: 100; Measles CPE: 4; E-sel TNF inh: 0; GALR2 antag: 12; Phagocyt inh: -2; bCat KO growth: 95; NPY-Y2 antag: 0; MRP-1 activ: -1.8; BB579 growth dn: -44; Yeast lifespan up: -2

Results for COc1ccccc1N(C)S(=O)(=O)c1ccc(C(=O)Nc2ccc3nc(C)sc3c2)cc1 ?
PTEN del growth: 55; Measles CPE: 7; GALR2 antag: 6; bCat KO growth: 63; NPY-Y2 antag: 0; MRP-1 activ: 0.3; BB579 growth dn: -37; Yeast lifespan up: -4

Results for Clc1nccnc1-c1ccccc1 ?
PTEN del growth: 98; Measles CPE: 7; GALR2 antag: 0; Phagocyt inh: -5; bCat KO growth: 78; NPY-Y2 antag: 0; MRP-1 activ: -1.9; BB579 growth dn: -1; Yeast lifespan up: 1

How did CCCOC(=O)CC1C(=O)NCCN1Cc1ccc(F)cc1 (centres undefined) do in these assays?
PTEN del growth: 109; Measles CPE: 6; E-sel TNF inh: -15; GALR2 antag: 17; Phagocyt inh: 0; bCat KO growth: 102; NPY-Y2 antag: 2; MRP-1 activ: -0.1; BB579 growth dn: -16; Yeast lifespan up: -7

Results for COC(=O)c1ccccc1NC(=O)C(C)Oc1ccccc1 (centres undefined) ?
PTEN del growth: 99; Measles CPE: 15; E-sel TNF inh: -6; GALR2 antag: 6; bCat KO growth: 95; NPY-Y2 antag: 2; MRP-1 activ: -3.3; BB579 growth dn: -27; Yeast lifespan up: -9

What do the screens show for `CC(=O)Oc1cc2c(C(=O)NCCN3CCOCC3)c(C)oc2c2ccccc12`?
PTEN del growth: 7; Measles CPE: 7; GALR2 antag: 1; Phagocyt inh: -1; bCat KO growth: 11; NPY-Y2 antag: -3; MRP-1 activ: -4.3; BB579 growth dn: -13; Yeast lifespan up: 5

Results for CSCCC(NC(=O)c1ccc(Cl)cc1)C(=O)OCC(=O)Nc1cc(Cl)ccc1C#N (centres undefined) ?
PTEN del growth: 90; Measles CPE: 8; GALR2 antag: 16; Phagocyt inh: 1; bCat KO growth: 82; NPY-Y2 antag: 1; MRP-1 activ: -2.7; BB579 growth dn: 2; Yeast lifespan up: -4

What do the screens show for `Cc1csc(NC(=O)c2ccoc2C)n1`?
PTEN del growth: 76; Measles CPE: 19; E-sel TNF inh: 6; GALR2 antag: -10; Phagocyt inh: 0; bCat KO growth: 69; NPY-Y2 antag: -2; MRP-1 activ: -1.3; BB579 growth dn: -46; Yeast lifespan up: -19

What do the screens show for `CCCc1n[nH]c2c1/C(=N/O)CC(c1ccccc1)C2` (centres undefined)?
PTEN del growth: 55; Measles CPE: 15; E-sel TNF inh: -23; GALR2 antag: -9; Phagocyt inh: -1; bCat KO growth: 59; NPY-Y2 antag: 1; MRP-1 activ: -0.4; BB579 growth dn: -47; Yeast lifespan up: -12

Results for O=C(Nn1cnnc1)C(Sc1ccccc1)c1ccccc1 (centres undefined) ?
PTEN del growth: 96; Measles CPE: 26; GALR2 antag: -6; Phagocyt inh: -1; bCat KO growth: 88; NPY-Y2 antag: 0; MRP-1 activ: -0.9; BB579 growth dn: -15; Yeast lifespan up: -8

How did Cn1cc(-c2nnnn2-c2cccc(C(F)(F)F)c2)c(C(F)(F)F)n1 do in these assays?
PTEN del growth: 90; Measles CPE: 12; E-sel TNF inh: -6; GALR2 antag: 7; Phagocyt inh: 0; bCat KO growth: 90; NPY-Y2 antag: 1; MRP-1 activ: -0.9; BB579 growth dn: 0; Yeast lifespan up: -7

What do the screens show for `CC(C)COc1ccc(C2NC(=O)NC2=O)cc1` (centres undefined)?
PTEN del growth: 105; Measles CPE: 9; E-sel TNF inh: 7; GALR2 antag: -11; Phagocyt inh: 0; bCat KO growth: 99; NPY-Y2 antag: 1; MRP-1 activ: 0.3; BB579 growth dn: -34; Yeast lifespan up: -12

How did CC(Oc1ccc(-c2nccc(-c3ccccn3)n2)cc1)C(=O)NN (centres undefined) do in these assays?
PTEN del growth: 88; Measles CPE: 5; E-sel TNF inh: 2; GALR2 antag: -3; Phagocyt inh: -1; bCat KO growth: 81; NPY-Y2 antag: 4; MRP-1 activ: -3.8; BB579 growth dn: 0; Yeast lifespan up: -23

What do the screens show for `CCOc1ccc(N(CC(=O)NCc2ccccc2OC)S(C)(=O)=O)cc1`?
PTEN del growth: 104; Measles CPE: 12; E-sel TNF inh: -2; GALR2 antag: 5; bCat KO growth: 98; NPY-Y2 antag: 1; MRP-1 activ: -0.5; BB579 growth dn: -42; Yeast lifespan up: 3

What do the screens show for `CN(C)/C=C/C(=O)c1ccc(F)cc1`?
PTEN del growth: 96; Measles CPE: 5; E-sel TNF inh: -30; GALR2 antag: -2; bCat KO growth: 98; NPY-Y2 antag: 0; MRP-1 activ: 0.2; BB579 growth dn: -17; Yeast lifespan up: 21

How did CN(C1CCS(=O)(=O)C1)S(=O)(=O)c1ccc(C2CCCCC2)cc1 (centres undefined) do in these assays?
PTEN del growth: 103; Measles CPE: 4; E-sel TNF inh: -15; GALR2 antag: -6; Phagocyt inh: -2; bCat KO growth: 109; NPY-Y2 antag: 1; MRP-1 activ: 0.6; BB579 growth dn: -40; Yeast lifespan up: 0

What do the screens show for `O=C(C1CCC(CNc2c(N3CCCCC3)c(=O)c2=O)CC1)N1CCc2ccccc2C1` (centres undefined)?
PTEN del growth: 84; Measles CPE: 2; E-sel TNF inh: -16; GALR2 antag: 6; Phagocyt inh: 1; bCat KO growth: 76; NPY-Y2 antag: 2; MRP-1 activ: -3.9; BB579 growth dn: -14; Yeast lifespan up: -2

What do the screens show for `CCOC(=O)/C(C#N)=C/c1cn(CCC(=O)O)nc1-c1ccc(Cl)cc1`?
PTEN del growth: 101; Measles CPE: 5; E-sel TNF inh: 13; GALR2 antag: -6; Phagocyt inh: -9; bCat KO growth: 89; NPY-Y2 antag: 4; MRP-1 activ: 1.4; BB579 growth dn: -31; Yeast lifespan up: -8

What do the screens show for `CS(=O)(=O)N(CC(=O)NCCSc1ccccc1)c1ccc2c(c1)OCO2`?
PTEN del growth: 94; Measles CPE: 20; E-sel TNF inh: 15; GALR2 antag: 4; Phagocyt inh: 0; bCat KO growth: 93; NPY-Y2 antag: -2; MRP-1 activ: -2.3; BB579 growth dn: -23; Yeast lifespan up: -3

Results for Cc1ccc(S(=O)(=O)Oc2ccccc2/C=N/NC(=O)c2c(Cl)cnn2C)cc1 ?
PTEN del growth: 85; Measles CPE: 26; E-sel TNF inh: 11; GALR2 antag: -3; bCat KO growth: 88; NPY-Y2 antag: 2; MRP-1 activ: -5.3; BB579 growth dn: -11

How did O=C(CN1C(=O)C2CC=CCC2C1=O)Nc1nccs1 (centres undefined) do in these assays?
PTEN del growth: 109; Measles CPE: 13; Phagocyt inh: -2; bCat KO growth: 96; MRP-1 activ: 0.5; BB579 growth dn: -2

Results for Cc1cc2c(cc1C)CSC(c1ccc3ccccc3c1O)SC2 ?
PTEN del growth: 91; Measles CPE: 5; E-sel TNF inh: 13; GALR2 antag: -14; Phagocyt inh: 0; bCat KO growth: 102; NPY-Y2 antag: 2; MRP-1 activ: -2.3; BB579 growth dn: -4; Yeast lifespan up: -10

How did O=C(COC(=O)c1nc(-c2ccccc2)n(-c2cccc(C(F)(F)F)c2)n1)NCc1cccs1 do in these assays?
PTEN del growth: 103; GALR2 antag: 7; Phagocyt inh: -5; bCat KO growth: 99; NPY-Y2 antag: 6; MRP-1 activ: 2.5; BB579 growth dn: -20; Yeast lifespan up: -4

What do the screens show for `O=C(Nc1ccc(N2CCOCC2)cc1)c1cc2ccccc2o1`?
PTEN del growth: 103; Measles CPE: 7; E-sel TNF inh: 35; GALR2 antag: -7; Phagocyt inh: -1; bCat KO growth: 111; NPY-Y2 antag: 1; MRP-1 activ: 0.4; BB579 growth dn: -8; Yeast lifespan up: -17

How did Cc1cc(=O)n2nc(N3CCCC3C(=O)NCc3ccccn3)sc2n1 (centres undefined) do in these assays?
PTEN del growth: 88; Measles CPE: 16; GALR2 antag: 15; Phagocyt inh: -1; bCat KO growth: 100; NPY-Y2 antag: 4; MRP-1 activ: -0.9; BB579 growth dn: -17; Yeast lifespan up: -12

How did COC(=O)Nc1c(C)nn(Cc2ccccc2C)c1C do in these assays?
PTEN del growth: 97; Measles CPE: 5; E-sel TNF inh: 2; GALR2 antag: -17; Phagocyt inh: 0; bCat KO growth: 95; NPY-Y2 antag: 0; MRP-1 activ: -0.5; BB579 growth dn: -17; Yeast lifespan up: -14
